Source: PubChem BioAssay
RmlC RmlD mix: RmlC and RmlD coupled enzyme inhibitors, primary screen, biochemical, 384-well, compound mixtures, retest. actives 0.39% (n = 110,000). inhibition, % at 5.5 µM. RmlC/RmlD coupled enzyme inhibition, 384-well mixture HTS. AID 1532, 2009; in the data active = inhibition above about 30%, passing the limit was not always enough; note: strong numbers were not always called active
RT RNaseH block: HIV-1 RT RNase H inhibitors, primary screen, biochemical, fluorescence. inhibition, % at 10 µM. RT-RNase H RNA/DNA duplex cleavage. actives 1.9% (n = 65,000). AID 565, 2006; in the data active = inhibition above about 50%
An asterisk follows results filed as active. This is a subset; count on the stated rates, not on these rows.

How did Nc1ccc(NC(=O)c2ccccc2)c2c1C(=O)c1ccccc1C2=O do in these assays?
RmlC RmlD mix: -11

How did Cc1ccc(NS(=O)(=O)c2ccc(OCC(=O)N3CCOCC3)cc2)cc1 do in these assays?
RmlC RmlD mix: 13

What do the screens show for `Cc1ccc(C)n1-c1ccc(N2CCOCC2)cc1`?
RmlC RmlD mix: -7; RT RNaseH block: 21

How did N#Cc1ccccc1NC(=O)CSc1nnc(-c2ccccc2O)n1-c1ccccc1 do in these assays?
RmlC RmlD mix: 11; RT RNaseH block: -37

How did C1=C2C[N+]3(CCCC3)CC2Cc2ccc3ccccc3c21 (stereo not given) do in these assays?
RmlC RmlD mix: 16

How did O=C(Cn1c(=O)sc2ccccc21)Nc1ccc2c(c1)OCCO2 do in these assays?
RmlC RmlD mix: -15; RT RNaseH block: -3

Results for O=C(c1csc2ccccc12)n1cccn1 ?
RT RNaseH block: -16

What do the screens show for `N#Cc1c(N)nc2c(c1-c1ccc3c(c1)OCO3)CCCCCC2`?
RmlC RmlD mix: -131; RT RNaseH block: 3

What do the screens show for `CC(C)NC(=O)c1ccccc1NC(=O)Cc1ccc(Cl)cc1`?
RmlC RmlD mix: -15

What do the screens show for `CCN(CC(=O)NC1CCS(=O)(=O)C1)c1nc(-c2cccnc2)nc2ccccc12` (stereo not given)?
RmlC RmlD mix: 7

What do the screens show for `CCc1ccc2c(c1)cc(CN(C(=S)Nc1ccc(Cl)cc1)C1CC1)c1nnnn12`?
RmlC RmlD mix: -6

What do the screens show for `CSc1nc2sc3c(c2c2nncn12)CCC3`?
RT RNaseH block: 2

What do the screens show for `Cc1cc(F)c(F)c(C(=O)NC2CC2)c1Cl`?
RmlC RmlD mix: 13; RT RNaseH block: 4

How did C/C(Cl)=C\Cn1c(Nc2ccc(C)cc2)nc2c1c(=O)n(C)c(=O)n2C do in these assays?
RmlC RmlD mix: -145; RT RNaseH block: -6

How did Cn1nc(-c2ccc(Cl)cc2)c2cc(C(=O)NCc3ccco3)sc21 do in these assays?
RmlC RmlD mix: -8; RT RNaseH block: -18

Results for C=CCN(CC=C)Cc1c[nH]c2ccccc12 ?
RmlC RmlD mix: 4; RT RNaseH block: -1

How did O=S1(=O)CC(O)C(N2CCCCC2)C1 (stereo not given) do in these assays?
RmlC RmlD mix: 9

Results for COc1cccc2c1NC(C(=O)O)C1CC=CC21 (stereo not given) ?
RT RNaseH block: -3

Results for Cc1cc(C)n2nc(/C(C#N)=C/c3ccccc3)c(C#N)c2n1 ?
RmlC RmlD mix: 8

What do the screens show for `COc1ccc(Nc2ncccc2C(=O)NCc2ccccc2)cc1`?
RmlC RmlD mix: -9

Three compounds already listed, sorted by number of heavy atoms, high to low.
What do the screens show for `Cc1ccc(C)n1-c1ccc(N2CCOCC2)cc1`?
RmlC RmlD mix: -7; RT RNaseH block: 21

Results for C=CCN(CC=C)Cc1c[nH]c2ccccc12 ?
RmlC RmlD mix: 4; RT RNaseH block: -1

What do the screens show for `Cc1cc(F)c(F)c(C(=O)NC2CC2)c1Cl`?
RmlC RmlD mix: 13; RT RNaseH block: 4

Next records follow.
What do the screens show for `COC(=O)CSc1nnc(CNC(=O)c2ccc(S(=O)(=O)N3CCCCC3)cc2)n1C`?
RmlC RmlD mix: -8; RT RNaseH block: -6

Results for CC(C)Cc1nnc(NS(=O)(=O)c2ccc(Cl)cc2)s1 ?
RmlC RmlD mix: 9; RT RNaseH block: -3

What do the screens show for `CCOc1ccc(CCNc2ccc3nnc(-c4ccccc4)n3n2)cc1OCC`?
RmlC RmlD mix: -9

Results for COc1ccc2c(c1OC)C(=O)N1c3ccccc3COC21 (stereo not given) ?
RmlC RmlD mix: 4; RT RNaseH block: 15

How did C=CCN1C(=O)/C(=C\c2ccc(C)cc2)N=C1SCC(=O)NCCC do in these assays?
RmlC RmlD mix: -5

What do the screens show for `c1ccc(Cn2nnc(-c3ccccc3)n2)cc1`?
RmlC RmlD mix: 5

Results for CCCNc1nc(N)nc(-c2cc(Cl)ccc2OC)n1 ?
RmlC RmlD mix: -12

What do the screens show for `Cc1ccc(-n2ncc3c(=O)n(CC(=O)NC4CCCCC4)cnc32)cc1C`?
RmlC RmlD mix: -13; RT RNaseH block: 17

How did COc1ccc(CNc2nc3nc(C)c(Cl)c(=O)n3[nH]2)cc1OC do in these assays?
RmlC RmlD mix: 10; RT RNaseH block: -4

How did COc1ccccc1Nc1nc(-c2cccc([N+](=O)[O-])c2)nc2ccccc12 do in these assays?
RmlC RmlD mix: -9

How did CCCCOc1ccc(-c2nnc(N)s2)cc1 do in these assays?
RT RNaseH block: -4

How did CCCCNC(=O)N(O)C1N(CCCC)C(=O)N(CC(=O)OC)C1(C)C (stereo not given) do in these assays?
RmlC RmlD mix: -6

What do the screens show for `CCOc1cccc(/C(O)=C2/C(=O)C(=O)N(CCOC)C2c2ccc(C)o2)c1` (stereo not given)?
RmlC RmlD mix: -134; RT RNaseH block: 3

Results for Cc1nnc(SCC(=O)N2CCCCC2)s1 ?
RmlC RmlD mix: -5; RT RNaseH block: -9

How did C=CCSC1=C(C#N)C(c2ccc(C(C)C)cc2)CC(=O)N1 (stereo not given) do in these assays?
RmlC RmlD mix: -6; RT RNaseH block: -19

Results for Cc1cc(-c2ccc(/C=N/n3cnnc3)o2)c([N+](=O)[O-])cc1C ?
RmlC RmlD mix: 16

How did Cc1noc(NS(=O)(=O)c2ccc(NC(=O)C34CCC(CC3)C4)cc2)c1C do in these assays?
RmlC RmlD mix: -12; RT RNaseH block: -20

How did CN1/C(=c2/s/c(=C3/C(=O)N(c4ccccc4)NC3=Nc3ccccc3)n(C)c2=O)C(C)(C)c2ccccc21 do in these assays?
RmlC RmlD mix: 16

How did Cc1c(C(=O)NCCC2=CCCCC2)oc2ccc(S(=O)(=O)N3CCOCC3)cc12 do in these assays?
RmlC RmlD mix: 28; RT RNaseH block: -18

Results for COc1ccccc1C(c1nnnn1Cc1ccccc1)N1CCC(C(N)=O)CC1 (stereo not given) ?
RmlC RmlD mix: -2

What do the screens show for `COCCCN1C(=O)C(=O)/C(=C(/O)c2ccccc2)C1c1ccc2c(c1)OCO2` (stereo not given)?
RmlC RmlD mix: 3; RT RNaseH block: -11

What do the screens show for `CCCN1CCC(=O)N([C@H](CSc2ccc(OC)cc2)c2ccccc2)CC1`?
RmlC RmlD mix: 6

How did O=C1NC(=O)C(Cc2cccs2)C(=O)N1 do in these assays?
RmlC RmlD mix: -4; RT RNaseH block: 24

What do the screens show for `O=C(CC1NC(=O)NC1=O)Nc1ccc(Cl)cc1` (stereo not given)?
RmlC RmlD mix: -12

Results for Cc1cccc(C(=O)N(C)c2nnc(-c3ccncc3)s2)c1 ?
RmlC RmlD mix: 10; RT RNaseH block: -1

What do the screens show for `CC(C)N(CC(O)c1cccc([N+](=O)[O-])c1)C(C)C` (stereo not given)?
RmlC RmlD mix: 11

Results for CC1(C)CCCC2=C1CC1C(=O)N(Cc3cccnc3)C(=O)C1C2 (stereo not given) ?
RmlC RmlD mix: -9; RT RNaseH block: -7

What do the screens show for `CCOC(=O)C(NCc1ccc2c(c1)OCO2)(NC(=O)c1ccccc1)C(F)(F)F` (stereo not given)?
RmlC RmlD mix: -14

How did O=C(Cn1cccc1)NC1CCCCCC1 do in these assays?
RmlC RmlD mix: 7; RT RNaseH block: 0

Results for c1cc(N2CCCC2)ccc1C(c1nnnn1C1CCCCC1)N1CCOCC1 (stereo not given) ?
RmlC RmlD mix: -1; RT RNaseH block: 5

How did CCS(=O)(=O)N1CCCC(C(=O)N2CCC3(CC2)OCCO3)C1 (stereo not given) do in these assays?
RmlC RmlD mix: -1; RT RNaseH block: -16

Results for O=C(CCS(=O)(=O)c1cccs1)Nc1ccc(C(=O)NCc2cccs2)cc1 ?
RmlC RmlD mix: 6; RT RNaseH block: -1

How did Cc1ccc(SC(C)C(=O)Nc2c(C)n(C)n(-c3ccccc3)c2=O)cc1 (stereo not given) do in these assays?
RmlC RmlD mix: 1

What do the screens show for `CC1=C(C(=O)OC(C)C)C(c2cccc(F)c2)n2ncnc2N1` (stereo not given)?
RmlC RmlD mix: 7; RT RNaseH block: -14

What do the screens show for `Cc1nn(-c2ccccc2)c(C)c1C(=O)Nc1nnc(-c2ccco2)o1`?
RmlC RmlD mix: 0; RT RNaseH block: 5

How did COC(=O)c1c(-c2cccs2)csc1NC(=O)CSc1ncnc2sc(C)c(C)c12 do in these assays?
RmlC RmlD mix: -34

What do the screens show for `CCOc1ccc2nc(NC(=O)CSc3nc(SC)ns3)sc2c1`?
RmlC RmlD mix: -43

How did O=C(CS(=O)(=O)c1ccc(Cl)c(Cl)c1)Nc1ccccc1Cl do in these assays?
RmlC RmlD mix: 38

How did C(=N\n1cnnc1)/c1cccc2ccccc12 do in these assays?
RmlC RmlD mix: -7; RT RNaseH block: -12

Results for CCc1nc(C)cn1S(=O)(=O)c1cc(C)c(OC)cc1C ?
RmlC RmlD mix: -6; RT RNaseH block: -5

Sorted by count of non-hydrogen atoms (low to high): part of the list above
How did O=C1NC(=O)C(Cc2cccs2)C(=O)N1 do in these assays?
RmlC RmlD mix: -4; RT RNaseH block: 24

How did O=C(Cn1cccc1)NC1CCCCCC1 do in these assays?
RmlC RmlD mix: 7; RT RNaseH block: 0

How did C(=N\n1cnnc1)/c1cccc2ccccc12 do in these assays?
RmlC RmlD mix: -7; RT RNaseH block: -12

What do the screens show for `O=C(CC1NC(=O)NC1=O)Nc1ccc(Cl)cc1` (stereo not given)?
RmlC RmlD mix: -12

What do the screens show for `CC(C)N(CC(O)c1cccc([N+](=O)[O-])c1)C(C)C` (stereo not given)?
RmlC RmlD mix: 11

Results for CCc1nc(C)cn1S(=O)(=O)c1cc(C)c(OC)cc1C ?
RmlC RmlD mix: -6; RT RNaseH block: -5

Results for Cc1cccc(C(=O)N(C)c2nnc(-c3ccncc3)s2)c1 ?
RmlC RmlD mix: 10; RT RNaseH block: -1

How did CCS(=O)(=O)N1CCCC(C(=O)N2CCC3(CC2)OCCO3)C1 (stereo not given) do in these assays?
RmlC RmlD mix: -1; RT RNaseH block: -16

What do the screens show for `CCOc1ccc2nc(NC(=O)CSc3nc(SC)ns3)sc2c1`?
RmlC RmlD mix: -43

What do the screens show for `Cc1nn(-c2ccccc2)c(C)c1C(=O)Nc1nnc(-c2ccco2)o1`?
RmlC RmlD mix: 0; RT RNaseH block: 5

How did Cc1ccc(SC(C)C(=O)Nc2c(C)n(C)n(-c3ccccc3)c2=O)cc1 (stereo not given) do in these assays?
RmlC RmlD mix: 1

What do the screens show for `CCCN1CCC(=O)N([C@H](CSc2ccc(OC)cc2)c2ccccc2)CC1`?
RmlC RmlD mix: 6

Results for c1cc(N2CCCC2)ccc1C(c1nnnn1C1CCCCC1)N1CCOCC1 (stereo not given) ?
RmlC RmlD mix: -1; RT RNaseH block: 5

How did COC(=O)c1c(-c2cccs2)csc1NC(=O)CSc1ncnc2sc(C)c(C)c12 do in these assays?
RmlC RmlD mix: -34

(more compounds)
How did CCC(C)NC(=O)C1CCCN(C(=O)Nc2ccc(F)cc2)C1 (stereo not given) do in these assays?
RmlC RmlD mix: 8; RT RNaseH block: 30

Results for c1ccc2sc(NC3=NCN(Cc4ccc5c(c4)OCO5)CN3)nc2c1 ?
RmlC RmlD mix: 14; RT RNaseH block: 2

Results for CCN(CC)c1ccc(N=Cc2ccc(N(CC)CC)cc2O)cc1 ?
RmlC RmlD mix: 5

What do the screens show for `Cc1ccc(OCC(=O)Nc2ccc([N+](=O)[O-])cn2)cc1C`?
RmlC RmlD mix: 1

How did Cc1ccc(NC(=O)CC2COc3ccccc3O2)cc1 (stereo not given) do in these assays?
RmlC RmlD mix: 0

How did O=C1CCc2cc(S(=O)(=O)N3CCCC3C(=O)N3CCN(c4ccccc4F)CC3)ccc2N1 (stereo not given) do in these assays?
RmlC RmlD mix: -11; RT RNaseH block: -5

Results for c1ccc(CNc2nc3ccccc3n3cnnc23)nc1 ?
RmlC RmlD mix: 7; RT RNaseH block: -15

Results for CCN(CC)S(=O)(=O)c1ccc(Cl)c(C(=O)NCc2ccccc2Cl)c1 ?
RmlC RmlD mix: 10

How did OCc1cn(-c2ccccc2)nc1-c1ccc2c(c1)OCCO2 do in these assays?
RmlC RmlD mix: 99; RT RNaseH block: -4

Results for Cc1ccc(C(c2nnnn2CCC(C)C)N2CCN(C)CC2)cc1 (stereo not given) ?
RmlC RmlD mix: -2; RT RNaseH block: -7

How did Cc1nc2c(C(=O)NCCC3=CCCCC3)c[nH]n2c(=O)c1Cl do in these assays?
RmlC RmlD mix: 3; RT RNaseH block: -5

Results for C=CCNc1nc(NC(C)(C)CO)nc(OCC)n1 ?
RmlC RmlD mix: 8; RT RNaseH block: -10

What do the screens show for `Cc1nnc2n(-c3ccccc3)c(=O)c3c4c(sc3n12)CC(C)CC4` (stereo not given)?
RmlC RmlD mix: -11; RT RNaseH block: -7

What do the screens show for `CCOC(=O)CN1CC23C=CC(O2)C(C(=O)NC2CCCCCC2)C3C1=O` (stereo not given)?
RmlC RmlD mix: 7; RT RNaseH block: -6

How did CCN(CC)CCC(=O)NC(C)(C)Cc1ccc(O)cc1 do in these assays?
RmlC RmlD mix: -9; RT RNaseH block: -14

Results for Cc1nc(Cc2nnc(SCc3nc(N)nc(Nc4ccccc4C)n3)o2)cs1 ?
RmlC RmlD mix: 4; RT RNaseH block: 1

What do the screens show for `CC(=O)c1c(C(C)=O)c(C)n(NC(=O)c2ccccc2O)c1C`?
RmlC RmlD mix: -7; RT RNaseH block: 6

Results for COC(=O)c1c(C)oc2ccc(N(C(=O)c3ccncc3)S(=O)(=O)c3ccccc3)cc12 ?
RmlC RmlD mix: 2

Results for COc1ccc(CNC(=O)COC(=O)C2=COCCO2)cc1 ?
RmlC RmlD mix: -7

What do the screens show for `COc1ccc(C(=O)c2ccc(CC#N)s2)cc1`?
RmlC RmlD mix: 2

How did CCn1cc(C(=O)Nc2cc3c(cc2NC(C)=O)OCCO3)c(=O)c2ccc(C)nc21 do in these assays?
RT RNaseH block: 4

How did O=C(CN1CCCCC1)Nc1cccc2c1OCO2 do in these assays?
RmlC RmlD mix: 19

How did Cc1ccc(-c2noc(CCC(=O)NCc3ccc4c(c3)OCO4)n2)cc1 do in these assays?
RmlC RmlD mix: 18; RT RNaseH block: -11

How did CC(C)N(C1=N/C(=C\c2ccco2)C(=O)N1c1ccccc1)C(C)C do in these assays?
RmlC RmlD mix: -3
